Assay outcomes deposited in PubChem by NMMLSC.
RGS7-Gao: RGS7-Galphao binding modulators, primary screen, biochemical, multiplexed bead flow cytometry; Guanine nucleotide-binding protein G(o) subunit alpha (Homo sapiens), P09471; actives lie on both sides; binding response (% of control), % at 10 µM; actives 0.35% (n = 220,000); in the data active = binding response below about 49% or above about 150%;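 note: fluorescent Galphao held in activated GDP-AlF4 state binding bead-coupled RGS7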
ABCB1 block: ABCB1 efflux pump inhibitors, primary screen, cell-based, multiplex, flow cytometry, ABCG2 counter-screen. ATP-dependent translocase ABCB1 (Homo sapiens), P08183. CCRF-Adr cells, JC-1 efflux. inhibition, % at 6.6 µM. actives 0.067% (n = 190,000); in the data active = inhibition above about 40%;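 note: 0% = vehicle and 100% = reference inhibitor; higher value means more JC-1 retained so stronger ABCB1 efflux block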
RGS4-Gao reg: modulators of RGS4 binding to Galphao, primary screen, biochemical, multiplexed bead flow cytometry | actives lie on both sides | AID 1415, 2008 | binding response (% of control), % at 10 µM | actives 0.33% (n = 220,000) | Guanine nucleotide-binding protein G(o) subunit alpha (Homo sapiens), P09471; in the data active = binding response below about 49% or above about 150%; inactive = in between;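 note: fluorescent Galphao activated with aluminum fluoride binding bead-coupled RGS4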
Bim-Mcl-1: inhibitors of Bim peptide binding to Mcl-1, primary screen, biochemical, bead-based flow cytometry, multiplex; Bim peptide-Mcl-1 binding; inhibition, % at 10 µM; actives 0.1% (n = 190,000); AID 1009, 2008;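 note: 0% = no compound tracer wells and 100% = peptide blocker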
Bcl-XL Bim block: inhibitors of Bim-Bcl-XL binding, primary screen, biochemical, multiplexed, bead flow cytometry, human Bcl-XL | Bim peptide-Bcl-XL binding, fluorescence | inhibition, % at 10 µM | actives 0.04% (n = 190,000)
Bcl-2 Bim block: inhibitors of Bim-Bcl-2 binding, primary screen, biochemical, multiplexed, human Bcl-2 family | Apoptosis regulator Bcl-2 (Homo sapiens), P10415 | actives 0.06% (n = 190,000) | inhibition, % at 10 µM | Bead-based flow cytometry, Bim peptide-Bcl-2 binding; in the data active = inhibition above about 40%;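 note: 0% = no compound wells with probe peptide and 100% = reference peptide inhibitor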
Bim-Bcl-B: inhibitors of Bim-Bcl-B binding, primary screen, biochemical, multiplexed, human Bcl-2 family; Bcl-2-like protein 10 (Homo sapiens), Q9HD36; actives 0.073% (n = 190,000); AID 951, 2007; inhibition, % at 10 µM; bead-based flow cytometry, Bim peptide-Bcl-B binding;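 note: 0% = tracer peptide without compound and 100% = reference inhibitor peptide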
Target sequence (Q9HD36 whole entry, looked up): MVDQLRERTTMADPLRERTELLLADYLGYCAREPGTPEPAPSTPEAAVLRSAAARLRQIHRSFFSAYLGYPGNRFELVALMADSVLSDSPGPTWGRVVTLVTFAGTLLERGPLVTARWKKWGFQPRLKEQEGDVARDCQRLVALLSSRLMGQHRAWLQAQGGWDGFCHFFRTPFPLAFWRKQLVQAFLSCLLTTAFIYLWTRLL
Bim-Bfl-1: inhibitors of Bim binding to Bfl-1, primary screen, biochemical, multiplexed, bead-based flow cytometry. Bcl-2-related protein A1 (Homo sapiens), Q16548. Bim-Bfl-1 binding inhibition. inhibition, % at 10 µM. actives 0.12% (n = 190,000). AID 1008, 2008;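 note: 0% = wells without compound plus tracer and 100% = blocker peptide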
RGS8-Gao reg: RGS8-Galphao binding modulators, primary screen, biochemical, multiplexed bead flow cytometry; Guanine nucleotide-binding protein G(o) subunit alpha (Homo sapiens), P09471; actives lie on both sides; actives 0.34% (n = 220,000); AID 1423, 2008; response (percent of control binding), % at 10 µM; in the data active = response below about 60% or above about 140%; inactive = in between;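 note: Galphao activated as the GDP aluminium fluoride complex binding bead-coupled RGS8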
ABCG2 block: ABCG2 efflux pump inhibitors, primary screen, multiplex with ABCB1, IgMXP3 cells, flow cytometry. actives 0.1% (n = 190,000). Broad substrate specificity ATP-binding cassette transporter ABCG2 (Homo sapiens), Q9UNQ0. JC-1 efflux. AID 1325, 2008. inhibition, % at 6.6 µM;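 active = inhibition above 80%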;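 note: 0% = DMSO and 100% = nicardipine control wells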
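Test system: ABCG2 IgMXP3 and barcoded ABCB1 CCRF-Adr cell mix; Schedule: cells with compound and JC-1, 10 min at 25 °C, rotating, no wash; Technique: flow cytometry of retained JC-1 fluorescence; Measure: % inhibition of efflux relative to nicardipine and DMSO; Controls: nicardipine high and DMSO low controls.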
Bim-Bcl-W: inhibitors of Bim binding to Bcl-W, primary screen, biochemical, multiplexed, bead-based flow cytometry; Bcl-2-like protein 2 (Homo sapiens), Q92843; Bim peptide-Bcl-W binding; inhibition, % at 10 µM; actives 0.02% (n = 190,000); AID 952, 2007;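 note: 0% = bound tracer without compound and 100% = peptide blocker; higher means less fluorescent Bim peptide bound to Bcl-W beads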
Target sequence (Q92843 whole entry, looked up): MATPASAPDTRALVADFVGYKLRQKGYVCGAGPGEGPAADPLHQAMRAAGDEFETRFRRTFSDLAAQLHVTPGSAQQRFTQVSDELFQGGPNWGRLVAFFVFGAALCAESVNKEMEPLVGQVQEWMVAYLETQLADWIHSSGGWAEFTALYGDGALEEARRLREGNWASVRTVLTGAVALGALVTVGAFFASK
* = called active by the depositor. Cut-off read from the data, not from the text of the source, unless noted: active = inhibition above about 40%.

Key to letters – A = RGS7-Gao; B = ABCB1 block; C = RGS4-Gao reg; D = Bim-Mcl-1; E = Bcl-XL Bim block; F = Bcl-2 Bim block; G = Bim-Bcl-B; H = Bim-Bfl-1; I = RGS8-Gao reg; J = ABCG2 block; K = Bim-Bcl-W
1. CN(C(=O)C1CCOC1)c1nnc(-c2cnccn2)s1 (stereo unspecified)
  A: 101; B: -0.7; C: 105; D: -3; E: 3; F: -9; G: -6; H: -13; I: 104; J: 1; K: -2

2. CCC(=O)Nc1ccc(NC(=O)c2ccco2)c(OC)c1
  A: 99; B: 0.3; C: 101; D: 0; E: 0; F: 0; G: 0; H: 0; I: 99; J: 2; K: -3

3. CC(C)c1ccc(NC(=O)C(=O)c2cn(CC(=O)N3CCCCC3)c3ccccc23)cc1
  A: 98; B: -0.1; C: 99; D: -6; E: -13; F: -10; G: -12; H: -15; I: 99; J: 0; K: -6

4. COCC(=O)/C=C1\Sc2ccccc2N1C
  A: 99; B: 0.2; C: 100; D: 1; E: -6; F: -6; G: -7; H: -8; I: 99; J: 4; K: 2

5. CN(C)S(=O)(=O)c1ccc(C(=O)NCC(=O)N/N=C/c2cccs2)cc1
  A: 102; B: 0.5; C: 99; D: -1; E: 0; F: 0; G: 0; H: -1; I: 101; J: 2; K: -1

6. O=C(Nc1nc(-c2cc3ccccc3oc2=O)cs1)c1ccc(Br)o1
  A: 104; B: -1.8; C: 104; D: -3; E: -5; F: -7; G: -9; H: -16; I: 102; J: 13; K: 0

7. Cc1cccc(-n2c(N)cc(=O)nc2SC(C)C(=O)NC2CCCCC2)c1 (stereo unspecified)
  A: 99; B: 0.3; C: 103; D: 0; E: -1; F: 2; G: 0; H: -2; I: 105; J: 3; K: -1

Some of these compounds in order of heavy-atom count, low to high:
Key to letters – A = RGS7-Gao; B = ABCB1 block; C = RGS4-Gao reg; D = Bim-Mcl-1; E = Bcl-XL Bim block; F = Bcl-2 Bim block; G = Bim-Bcl-B; H = Bim-Bfl-1; I = RGS8-Gao reg; J = ABCG2 block; K = Bim-Bcl-W
4. COCC(=O)/C=C1\Sc2ccccc2N1C
  A: 99; B: 0.2; C: 100; D: 1; E: -6; F: -6; G: -7; H: -8; I: 99; J: 4; K: 2

2. CCC(=O)Nc1ccc(NC(=O)c2ccco2)c(OC)c1
  A: 99; B: 0.3; C: 101; D: 0; E: 0; F: 0; G: 0; H: 0; I: 99; J: 2; K: -3

6. O=C(Nc1nc(-c2cc3ccccc3oc2=O)cs1)c1ccc(Br)o1
  A: 104; B: -1.8; C: 104; D: -3; E: -5; F: -7; G: -9; H: -16; I: 102; J: 13; K: 0

5. CN(C)S(=O)(=O)c1ccc(C(=O)NCC(=O)N/N=C/c2cccs2)cc1
  A: 102; B: 0.5; C: 99; D: -1; E: 0; F: 0; G: 0; H: -1; I: 101; J: 2; K: -1

7. Cc1cccc(-n2c(N)cc(=O)nc2SC(C)C(=O)NC2CCCCC2)c1 (stereo unspecified)
  A: 99; B: 0.3; C: 103; D: 0; E: -1; F: 2; G: 0; H: -2; I: 105; J: 3; K: -1
